# Screens as filed in PubChem BioAssay.
# FEN1 inh = qHTS Assay for the Inhibitors of Human Flap endonuclease 1 (FEN1); Recombinant FEN1 flap cleavage, fluorescence, 15 min; Potency, µM (titrated, usually from 114 µM), without a hit: top-dose activity change, negative = inhibition, hits mostly inhibitors; AID 588795, 2011; 390,000 tested, 0.35% active; P39748; further: nearly all actives have a fitted effect of over 65% in size
# Target sequence (P39748 whole entry, looked up): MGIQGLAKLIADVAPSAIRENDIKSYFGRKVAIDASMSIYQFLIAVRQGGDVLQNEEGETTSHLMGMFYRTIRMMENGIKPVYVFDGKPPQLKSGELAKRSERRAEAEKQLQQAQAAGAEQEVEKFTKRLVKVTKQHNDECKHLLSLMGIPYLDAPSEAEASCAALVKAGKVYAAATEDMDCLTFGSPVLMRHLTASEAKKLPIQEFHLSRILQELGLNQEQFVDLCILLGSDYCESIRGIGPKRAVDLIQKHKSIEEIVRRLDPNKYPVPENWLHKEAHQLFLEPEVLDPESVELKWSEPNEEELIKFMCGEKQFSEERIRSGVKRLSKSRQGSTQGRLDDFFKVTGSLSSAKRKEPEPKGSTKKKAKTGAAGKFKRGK
#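 Recombinant FEN1 (10 nM) was preincubated with pin-transferred compounds for 15 min at room temperature, then flap DNA substrate (50 nM final) was added. Plates were read at 0 and 15 min, and normalized concentration–response data were fitted to a four-parameter Hill equation.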
# N370S GC mod = qHTS Assay for Inhibitors and Activators of N370S glucocerebrosidase as a Potential Chaperone Treatment of Gaucher Disease. Lysosomal acid glucosylceramidase (Homo sapiens), P04062. N370S GC spleen homogenate, 4MU-glucoside fluorescence. 330,000 tested, 0.092% active. Potency, µM (top dose mostly 59.4 µM), without a hit: at the highest dose activity change, negative = inhibition, actives largely listed as inhibitors;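 further: 0% = full enzyme activity and -100% = no enzyme basal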
# TDP1 block = qHTS Assay for Inhibitors of Tyrosyl-DNA Phosphodiesterase (TDP1) | Tyrosyl-DNA phosphodiesterase 1 (Homo sapiens), Q9NUW8 | 350,000 tested, 0.28% active | recombinant TDP1, AlphaScreen DNA substrate cleavage | Potency, µM (doses to about 130 µM), for the others: at the top dose activity change, negative = inhibition, hits mostly inhibitors; further: nearly all actives have a fitted effect of over 40% in size
# Target sequence (Q9NUW8 whole entry, looked up): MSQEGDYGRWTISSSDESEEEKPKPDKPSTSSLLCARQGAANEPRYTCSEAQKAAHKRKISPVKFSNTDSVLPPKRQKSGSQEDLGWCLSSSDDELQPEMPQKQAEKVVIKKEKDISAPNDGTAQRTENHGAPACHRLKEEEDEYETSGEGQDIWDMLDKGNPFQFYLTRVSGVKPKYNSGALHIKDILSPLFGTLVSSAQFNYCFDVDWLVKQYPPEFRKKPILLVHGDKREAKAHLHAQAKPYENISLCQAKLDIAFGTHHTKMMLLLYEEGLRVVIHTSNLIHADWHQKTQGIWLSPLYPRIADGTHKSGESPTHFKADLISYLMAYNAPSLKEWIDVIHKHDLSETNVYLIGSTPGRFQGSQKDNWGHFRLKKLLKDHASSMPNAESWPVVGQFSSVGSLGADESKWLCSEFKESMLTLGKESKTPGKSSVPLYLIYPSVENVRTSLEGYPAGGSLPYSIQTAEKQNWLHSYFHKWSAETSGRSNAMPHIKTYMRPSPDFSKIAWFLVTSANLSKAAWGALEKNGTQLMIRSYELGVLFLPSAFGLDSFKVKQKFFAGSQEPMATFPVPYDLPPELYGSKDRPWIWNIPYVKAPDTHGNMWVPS
#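 Enzyme-compound mixtures sat 15 min at room temperature, followed by a 5 min reaction with 15 nM final substrate and 10 min with AlphaScreen beads. Recombinant human Tdp1 was used at 1 nM final.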
# Numbers without * were called inactive; ? = inconclusive; . = no result given; [ ] = remark or other dose. The call rests on the fitted dose curve; in most records, active means well fitted curve in the direction sought with a large enough effect; inconclusive means small, poorly fitted or top-dose-only effect, or another doubt; inactive means no such curve, though single readings can be large; an effect the other way counts as inactive or inconclusive. Unless noted, on the % scale 0 is the no-effect control and ±100 the full control effect; potency means the concentration at half of the fitted maximal effect.
SMILES,FEN1 inh,N370S GC mod,TDP1 block
Cc1c(Cl)cccc1NC(=O)C(C)n1c(=O)cc(C)c2c(C)nn(-c3ccccc3)c21 (stereo unspecified),20%,.,7%
Cc1onc(-c2ccccc2Cl)c1C(=O)OCc1cnc(Cl)s1,-5%,0%,-8%
O=C(NCCCN1CCOCC1)c1c(O)c2cc(Br)cc(Br)c2[nH]c1=O,2%,-16%,4%
CCOC(=O)c1sc2nc(SC)nc(-c3ccccc3)c2c1N,2%,5%,-7%
Cc1ccc(C(C)C)cc1C(=O)CC1(O)C(=O)N(C)c2ccccc21 (stereo unspecified),-6%,6%,-2%
S=C(NCc1ccco1)N1CCN(Cc2ccc(Cl)cc2Cl)CC1,5%,-10%,9%
O=C(c1cc(F)ccc1F)N1CCC(N2CCC(C(=O)N3CCCC3)CC2)CC1,16%,-3%,2%
CC(C)Oc1ccc(C(=O)Nc2cc(S(=O)(=O)N3CCOCC3)ccc2N2CCOCC2)cc1,-12%,-7%,-3%
O=C(CNc1ccccc1)N/N=C/c1ccc2c(c1)OCCO2,-2%,3%,3%
Cc1cc(C)c(C)c(S(=O)(=O)Nc2ccccc2C(=O)O)c1C,-3%,?,8%
CC(NC(=O)CCc1nc2cc(S(=O)(=O)N3CCOCC3)ccc2n1C)c1ccc(S(N)(=O)=O)cc1 (stereo unspecified),1%,-3%,1%
CCOC(=O)N1CCC(N2C(=O)c3ccccc3C2Nc2c(C)cccc2C)CC1 (stereo unspecified),0%,-13%,0%
Cc1ccc(-c2cc(C(=O)N3CCN(S(=O)(=O)c4ccc(Br)cc4)CC3)[nH]n2)c(C)c1,1%,.,5%
Cc1ccc(NC(=O)COC(=O)CCC2CCCC2)c(Br)c1,-15%,.,56µM*
CCCc1nccn1S(=O)(=O)c1cc(OC)ccc1OC,-13%,6%,-2%
CN(C)c1ccc(-c2ccc3oc(-c4ccsc4)cc(=O)c3c2)cn1,-2%,.,-6%
O=C1CN(c2ccccc2)C(=O)N1,9%,-11%,3%
Cc1nn(-c2ccccc2)c(Cl)c1/C=N/NC(=O)c1nn(C)cc1[N+](=O)[O-],0%,4%,5%
OC[C@H]1OC(O)[C@@H](O)[C@@H](O)[C@H]1O (stereo partly specified),.,-7%,25%
Cc1nnc(SCc2ccccc2)nc1/C=C/NOCc1ccc(Cl)cc1Cl,9%,6%,14%
COc1ccccc1Nc1nc(NCC(C)C)nc(N)c1[N+](=O)[O-],-1%,-11%,3%
CC(C)(C)c1ccc(C(=O)N/N=C/c2ccc(OCCCF)cc2)cc1,-1%,-5%,0%
C=CCSc1nnc(NC(=O)CN2C(=O)NC3(CCCC3)C2=O)s1,-5%,-5%,1%
Cc1onc(-c2c(Cl)cccc2Cl)c1-c1nnc(-c2ccc(Cl)cc2)o1,-3%,1%,6%
CCOC(=O)CN1NC2(CCCCCC2)NC1=S,-6%,-19%,7%

# Overlap with the part before: six entries, followed by the next part.
SMILES,FEN1 inh,N370S GC mod,TDP1 block
Cc1nnc(SCc2ccccc2)nc1/C=C/NOCc1ccc(Cl)cc1Cl,9%,6%,14%
COc1ccccc1Nc1nc(NCC(C)C)nc(N)c1[N+](=O)[O-],-1%,-11%,3%
CC(C)(C)c1ccc(C(=O)N/N=C/c2ccc(OCCCF)cc2)cc1,-1%,-5%,0%
C=CCSc1nnc(NC(=O)CN2C(=O)NC3(CCCC3)C2=O)s1,-5%,-5%,1%
Cc1onc(-c2c(Cl)cccc2Cl)c1-c1nnc(-c2ccc(Cl)cc2)o1,-3%,1%,6%
CCOC(=O)CN1NC2(CCCCCC2)NC1=S,-6%,-19%,7%
O=C(Cn1c(=O)n(CC2CCC(C(=O)NCCc3ccccc3)CC2)c(=O)c2ccccc21)Nc1cccc(F)c1 (stereo unspecified),-11%,.,2%[12.3 µM]
CCC(Sc1nc(C)cc(C)n1)C(=O)Nc1cc(C)on1 (stereo unspecified),-16%,1%,1%
COC(=O)CCCCC1SCC(NC(=O)OC)C1NC(=O)OC (stereo unspecified),2%,0%,1%
CC(C)(C)OC(=O)N1CCC(CNC(=O)Nc2ccccc2)CC1,11%,-6%,5%
Cc1ccc(NC(=O)Cn2nc(N3CCN(c4ccccc4)CC3)ccc2=O)cc1F,-4%,.,11%
CCSc1ccc2cc(OC)ccc2[n+]1CC,-5%,8%,3%
Cc1cc(-c2n[nH]c(=S)n2/N=C/c2cc([N+](=O)[O-])ccc2Cl)n[nH]1,-15%,0%,6%
CCC(NC(=O)C1C2C=CC(C2)C1C(=O)O)c1ccc(C)cc1 (stereo unspecified),4%,-5%,-14%
CCCn1nnnc1NCc1cccn1C,4%,-6%,4%
CCOC(=O)C1(CCOc2ccccc2)CCN(Cc2ccc(C#CCCO)cc2)CC1,?,-18%,.
CC(C)C(NC(=O)c1c(F)cccc1F)C(=O)NCc1ccncc1 (stereo unspecified),4%,-1%,7%
CCn1c(=O)c2cc(C(=O)NCCc3cccc(C)c3)sc2c2ccccc21,-8%,.,2%
COc1ccc(CCNC(=O)[C@H](CCSC)NC(=O)N2CCn3c2nc2ccccc23)cc1OC,0%,-3%,9%
Oc1ccccc1CNc1ncc(Br)cc1Br,-22%,23%,1%
CC(C)(C)c1nc(NCCO)c2nnn(Cc3ccccc3)c2n1,-1%,5%,.
Cc1ccc2oc(=O)c3cc(C(=O)N(Cc4ccccc4)C(C)C)sc3c2c1,13%,.,-5%
O=C(O)CNC(=S)N(Cc1ccccc1F)C1CCCCC1,-4%,-11%,5%
CCC1CCCCN1C(=O)CSc1nc(N)cc(=O)[nH]1 (stereo unspecified),5%,1%,1%[0.0935 µM]
CCOc1ccc(NC(=O)CCc2nc3cccnc3n2Cc2ccc(OC)cc2)cc1,3%,.,2%
COc1ccccc1Oc1ccc2c(c1)C(=O)N(c1ccc(C)cc1)C2=O,-5%,2%,8%
CCN(CC)S(=O)(=O)c1ccc(N2CCOCC2)c(NC(=O)CCOc2ccccc2)c1,-13%,2%,-6%
N=C1C(c2ccccc2)=C(O)CN1c1cccc2ccccc12,9%,-7%,-2%
COc1ccc(-c2onc(C)c2C)cc1S(=O)(=O)NCc1ccc(C)o1,-2%,.,0%
Cc1nn(-c2ccccc2)nc1CNC(=O)C1CCC1,18%,-3%,3%
CC(=O)c1c(C(C)=O)c(C)n(Cc2ccc(Cl)cc2)c1C,-3%,4%,8%

# Quoted from the entries so far for reference:
SMILES,FEN1 inh,N370S GC mod,TDP1 block
CCN(CC)S(=O)(=O)c1ccc(N2CCOCC2)c(NC(=O)CCOc2ccccc2)c1,-13%,2%,-6%
N=C1C(c2ccccc2)=C(O)CN1c1cccc2ccccc12,9%,-7%,-2%
COc1ccc(-c2onc(C)c2C)cc1S(=O)(=O)NCc1ccc(C)o1,-2%,.,0%
Cc1nn(-c2ccccc2)nc1CNC(=O)C1CCC1,18%,-3%,3%
CC(=O)c1c(C(C)=O)c(C)n(Cc2ccc(Cl)cc2)c1C,-3%,4%,8%

# Some entries already given with just N370S GC mod:
compound	N370S GC mod
O=C(NCCCN1CCOCC1)c1c(O)c2cc(Br)cc(Br)c2[nH]c1=O	-16%
CCCc1nccn1S(=O)(=O)c1cc(OC)ccc1OC	6%

# Continued.
SMILES,FEN1 inh,N370S GC mod,TDP1 block
COc1ccc(C2=CCN3CCCCC3C2)c(-c2ccc(OC)c(OC)c2)c1 (stereo unspecified),0%,.,3%
CCOC(=O)Cc1csc(SCC(=O)/C(C#N)=C(\C)N)n1,0%,6%,7%
COc1ccc(-c2onc(C)c2C)cc1S(=O)(=O)N1c2ccccc2CC1C (stereo unspecified),-12%,.,3%
O=c1cc(N2CCN(c3ccccc3)CC2)[nH]c(=O)n1C1CCCCC1,-2%,4%,2%
Cn1c(SCC(=O)NCC2CCCO2)nnc1-c1ccc(Cl)cc1 (stereo unspecified),21%,.,0%
COc1nc(NC23CC4CC(CC(C4)C2)C3)nc(OC)n1,-7%,7%,0%
O=C(Cc1ccccc1F)OCN1C(=O)c2ccccc2C1=O,13%,5%,1%
O=C(/C=C/c1ccccc1)Nc1ncn[nH]1,33%,-6%,2%
Cc1ccc(CCNC(=O)c2ccc3c(c2)c(C)c(C)n3Cc2ccccc2)cc1,3%,.,11%
Cc1ccc(NC(=O)C2CCN(c3ncnc4c3nc3n4CCCCC3)CC2)nc1,20%,3%,3%
O=C(COCc1cc(-c2ccc(F)cc2)on1)Nc1cc(F)ccc1F,1%,.,0%
Cc1ccc2[nH]c(=O)c(Cc3ccccc3)c(O)c2c1,7%,?,7%
N#C/C(=C\c1cccs1)C(=O)NCc1ccccc1,2%,6%,5%
Cc1cccc(NC(=O)c2ccc(Cl)c(S(=O)(=O)N3CCCCC3)c2)n1,-18%,-8%,-3%
COc1cccc(-n2c(SCC(N)=O)nc3c(oc4ccccc43)c2=O)c1,-10%,.,1%
O=C(COC(=O)c1cccnc1Nc1ccccc1F)NCCN1C(=O)CSC1=O,2%,-7%,0%
COc1ccc(C2Nc3ccccc3C(=O)N2c2ccccc2)cc1COc1ccc(NC(C)=O)cc1 (stereo unspecified),1%,.,3%
CCOC(=O)c1ccc(NC(=O)CC2C(=O)N(c3ccccc3)C(=O)N2CCCOC)cc1 (stereo unspecified),11%,-2%,7%
CNC(=O)c1c(NC(=O)C2=COCCO2)sc2c1CCCC2,-6%,24%,7%
COc1cccc(C2N(Cc3ccccc3)C(=O)C2(F)F)c1OC (stereo unspecified),1%,1%,.
CCOC(=O)c1c(C)n(-c2ccccc2)c2ccc(OC(=O)c3ccccc3)cc12,-5%,.,0%[12.3 µM]
Cc1ccc2c(c1)CCCN2C(=O)CCc1nc2ccccc2c(=O)[nH]1,4%,.,2%
COc1ccccc1NC(=O)CSCc1cc(=O)c2cccc(Cl)c2[nH]1,-3%,.,3%
COC(=O)c1cccc(N/C=C(\[N+](=O)[O-])S(=O)(=O)c2ccccc2)c1,0%,-6%,.
Cc1ccc(Cn2c(NS(=O)(=O)c3ccccc3)nc3ccccc32)cc1,-16%,26%,9%

# The results go on.
SMILES,FEN1 inh,N370S GC mod,TDP1 block
Cc1cccc2sc(NNC(=O)c3ccc(S(=O)(=O)N4CCCC(C)C4)cc3)nc12 (stereo unspecified),-26%,-10%,7%
O=C(CCn1nnc2ccccc21)Nc1nnc(-c2ccccc2F)s1,9%,16%,0%
Cc1cc(C)cc(-n2ccn3c(CC(C)(C)CC(=O)O)nnc3c2=O)c1,-15%,.,-1%
Cc1ccc(N2CCN(S(=O)(=O)c3ccc4oc(=O)c5ncn(C)c5c4c3)CC2)c(C)c1,-5%,.,6%
Nc1nc2c(nc(Br)n2C2CC(O)C(CO)O2)c(=O)[nH]1 (stereo unspecified),.,2%,4%
COc1ccc(NC(=O)C(CCS(C)(=O)=O)NC(C)=O)cc1 (stereo unspecified),6%,-13%,1%
O=C(O)COc1ccccc1/C=N/NC(=O)Cc1csc(Nc2cccc(C(F)(F)F)c2)n1,-1%,1%,5%
CCCc1ccc(S(=O)(=O)N2CCN(Cc3ccco3)CC2)cc1,-11%,-13%,0%
COc1ccc(-c2noc(CCC(=O)N3CCN(c4ccccc4F)CC3)n2)cc1,0%,.,1%[56.1 µM]
Cc1ccc(C)c(NC(=O)c2nnn(Cc3ccc(F)cc3Cl)c2N)c1,-1%,.,7%
O=C1NCCOC(=O)[C@@H](Cc2ccc(F)cc2)CC/C=C/C[C@H]1CC(=O)N(CCO)Cc1ccccc1,13%,.,2%
CC(C)c1ccc(C2c3c(oc4ccc(Cl)cc4c3=O)C(=O)N2CCCN2CCOCC2)cc1 (stereo unspecified),-3%,.,3%
COc1ccc(CCNC(=O)C2(c3cccs3)CCOCC2)cc1OC,1%,.,5%
Cc1cccc(N/C(=N\S(=O)(=O)c2ccccc2)C(F)(F)F)c1,1%,-24%,-7%
Cc1ccc(S(=O)(=O)CC2CSc3nc4ccccc4n32)cc1 (stereo unspecified),-4%,2%,3%
O=C(NCc1ccccn1)C1CCCN(Cc2cnn(-c3ccccc3)c2-n2cccc2)C1 (stereo unspecified),5%,5%,-2%
Cn1c(=O)c2ncn(CC(=O)Nc3cccc(-c4nc5ccccc5s4)c3)c2n(C)c1=O,-4%,-14%,7%
COc1cccc(/C=N/n2c(=S)n(C)c3ccccc32)c1OC,-4%,10%,6%
O=[N+]([O-])c1cc(Cl)ccc1N1CCN(c2ccccc2O)CC1,-12%,-10%,11%
CSc1ncccc1C(=O)Nc1cccc(S(=O)(=O)N2CCOCC2)c1,-4%,.,1%
Cn1c(CNC(=O)CCNC(=O)c2ccc(F)c(F)c2)cc(=O)n(C)c1=O,22%,-20%,-3%
Cc1ccc(NC(=O)CN(C)CC(=O)Nc2ccc(N3CCOCC3)cc2)c(C)c1,2%,22%,0%
CC(OC(=O)C1CCN(c2ccc(C(F)(F)F)cn2)CC1)C(=O)NC1CCCCC1C (stereo unspecified),4%,.,1%
